Compound activity (PubChem)
Tau fluor cs = counter-screen for tau fibril formation inhibitors; tau K18 P301L Alexa594 fluorescence, heparin fibrillization; Potency, µM (titrated, usually from 57.7 µM), for inactives: at the top dose activity change, negative = decrease; 0.93% of 280,000 active; note: % is set by controls: 0 for no effect and ±100 for the full control effect; nearly all actives have a fitted effect of over 55% in size
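Human tau K18 P301L (15 uM unlabeled, 0.24 uM Alexa 594-labeled) in 100 mM sodium acetate pH 7 with 20 uM heparin, 6 hr at 37 C. ThT 30 uM added, 1 hr ambient; Alexa 594 FP and total fluorescence read at 555/632 nm.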
GAA inh = alpha-glucosidase (human) inhibition | 0.005% of 200,000 active | purified human GAA, 4-MU-alpha-glucoside fluorescence | P10253 | AID 1466 | Potency, µM (doses to about 76.9 µM), for inactives: at the top dose activity change, negative = inhibition, usual class: inhibitors;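 note: plate controls were uninhibited enzyme wells for no effect and no-enzyme background for full effect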
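AC50 values come from Hill fits of compound titrations (up to 77 uM) against 4 nM human enzyme. Substrate 4-methylumbelliferyl-alpha-D-pyranoside at 400 uM, pH 5.0 citrate buffer, 20 min room temperature; fluorescence Ex 365/Em 440 after alkaline stop.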
Epigenetic derep = derepresses silenced GFP reporter in murine cells; murine LDR cells, GFP reporter derepression, 30 h; Potency, µM (highest dose often 53.9 µM), inactives show at the highest dose GFP activation, usual class: activators; 0.2% of 280,000 active; AID 1865; note: % of control where 0% means no effect; nearly all actives have a fitted effect of over 60% in size
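Readout is the number of GFP-expressing murine LDR cells, counted by cytometry following washing. Cells were treated with compound for 30 h at 37 C; the stably integrated CMV-GFP locus is normally silent.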
aGlu spleen mod = lysosomal alpha-glucosidase (human) modulation; Potency, µM (top dose mostly 79.9 µM), for inactives: at the top dose activity change, negative = inhibition, hits mostly inhibitors; human spleen homogenate, 4-MU-alpha-glucoside fluorescence; 0.006% of 240,000 active;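 note: 0% = enzyme with vehicle and -100% = no enzyme basal signal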
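Human spleen homogenate (1 ug) with 4-methylumbelliferyl-alpha-D-glucopyranoside (1 mM final) in 50 mM citrate/phosphate pH 5.0, 0.01% Tween-20; 40 min at 37 C. Stopped at pH 10; 4-MU fluorescence Ex 365/Em 440 nm; AC50 by Hill fit.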
aGal spleen mod = alpha-galactosidase A (human) modulation; human spleen homogenate, 4MU-alpha-Gal fluorescence, 40 min; Potency, µM (doses to about 80 µM), inactives show top-dose activity change, negative = inhibition, most hits filed as inhibitors; P06280; AID 2107; 0.008% of 240,000 active;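 note: 0% = enzyme with vehicle and -100% = no enzyme basal signal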
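Spleen homogenate 1 ug + cpd (titration) + 4-MU-alpha-D-galactopyranoside 1 mM; 37C 40 min; 50 mM citrate/phosphate pH 5.0, 0.01% Tween-20; stop pH 10; fluorescence 365/440; AC50 via Hill.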
GAA glycogen = inhibitors or activators of human alpha-glucosidase glycogen cleavage | recombinant GAA, glycogen substrate, Amplex Red glucose oxidase fluorescence | Potency, µM (highest dose often 76.4 µM), for inactives: at the top dose activity change, negative = inhibition, usual class: inhibitors | 0.38% of 300,000 active | AID 2100;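 note: 0% = full enzyme reaction and -100% = no-enzyme basal signal; the screen sought inhibitors and activators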
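qHTS, 1536-well; enzyme 4 nM final; cpd up to 77 uM; substrate bovine liver glycogen 30 ug; 50 mM citrate/phosphate pH 5.0, 0.01% Tween-20; 37 C, 40 min; Amplex Red detection 45 min RT; Hill fit → AC50.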
ALDH1A1 inh = inhibitors of human aldehyde dehydrogenase 1A1; Potency, µM (highest dose often 75.3 µM), inactives show top-dose activity, negative = inhibition, most hits filed as inhibitors; Purified ALDH1A1, NADH fluorescence, propionaldehyde substrate; 7.3% of 220,000 active; active = well fitted inhibition curve with a large enough effect, not every such curve was filed as active; inconclusive = small, poorly fitted or top-dose-only effect, or another doubt; inactive = no such curve, though single readings can be large or run the other way;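 note: plate controls were no enzyme wells and a reference inhibitor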
Target sequence (P00352 whole entry, looked up): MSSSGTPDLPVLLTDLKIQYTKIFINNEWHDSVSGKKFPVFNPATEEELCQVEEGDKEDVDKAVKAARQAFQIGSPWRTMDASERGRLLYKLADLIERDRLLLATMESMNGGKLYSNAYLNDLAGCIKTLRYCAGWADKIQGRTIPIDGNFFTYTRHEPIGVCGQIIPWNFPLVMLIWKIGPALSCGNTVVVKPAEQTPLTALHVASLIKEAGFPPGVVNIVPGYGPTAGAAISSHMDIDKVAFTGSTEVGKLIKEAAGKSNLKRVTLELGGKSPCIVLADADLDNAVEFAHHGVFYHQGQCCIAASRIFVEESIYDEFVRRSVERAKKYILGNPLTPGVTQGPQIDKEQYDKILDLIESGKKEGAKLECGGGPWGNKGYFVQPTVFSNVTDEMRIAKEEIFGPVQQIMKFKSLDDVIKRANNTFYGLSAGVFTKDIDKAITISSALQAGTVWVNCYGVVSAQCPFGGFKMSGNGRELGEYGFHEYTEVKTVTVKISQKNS
NPSR antagonist = blocks cAMP signaling of the human neuropeptide S receptor; Potency, µM (titrated, usually from 38.3 µM), for the others: top-dose activity change, negative = inhibition, hits mostly inhibitors; AID 1461; Q6W5P4; 1% of 220,000 active; CHO-NPSR cells, cAMP TR-FRET, antagonist mode; note: % is set by controls: 0 for no effect and ±100 for the full control effect; nearly all actives have a fitted effect of over 50% in size; many of its hits are not listed in these tables
Target sequence (Q6W5P4 whole entry, looked up): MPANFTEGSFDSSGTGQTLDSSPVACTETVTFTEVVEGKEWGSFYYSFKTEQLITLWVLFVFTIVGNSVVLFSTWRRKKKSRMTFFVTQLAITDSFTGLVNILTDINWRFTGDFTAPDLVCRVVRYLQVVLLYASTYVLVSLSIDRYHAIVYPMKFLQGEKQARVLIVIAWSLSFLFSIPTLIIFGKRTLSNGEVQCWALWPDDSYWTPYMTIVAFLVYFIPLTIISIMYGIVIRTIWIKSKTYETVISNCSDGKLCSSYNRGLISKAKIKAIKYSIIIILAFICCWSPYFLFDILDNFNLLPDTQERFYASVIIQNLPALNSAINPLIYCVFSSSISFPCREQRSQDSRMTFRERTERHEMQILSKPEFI
Active calls of the source: *; ? = inconclusive; · = not tested or not shown; [ ] = another dose, or the depositor's remark. Unless noted, calls come from the whole dose curve; as a rule, active = well fitted curve in the direction sought with a large enough effect; inconclusive = small, poorly fitted or top-dose-only effect, or another doubt; inactive = no such curve, though single readings can be large; an effect the other way counts as inactive or inconclusive. Potency is the fitted concentration of half-maximal effect.

Second line of a record – Tau fluor cs	GAA inh	Epigenetic derep	aGlu spleen mod	aGal spleen mod	GAA glycogen	ALDH1A1 inh	NPSR antagonist
1	COc1ccc2c(c1OC)C(=O)N1N=C(c3ccc(Br)cc3)CC21 (stereo unspecified)
  -7.5%	8.0%	-1.0%	-0.3%	-0.6%	-3.2%	-0.7%	-13.6%
2	CCN1CCN(CC(O)COCCOc2ccc(Br)cc2)CC1 (stereo unspecified)
  6.9%	1.2%	-1.0%	3.0%	-1.7%	0.1%	0.4%	9.1%
3	Cc1c(C(=O)Oc2ccc(-c3cnc4ccccc4n3)cc2)cccc1[N+](=O)[O-]
  -28.9%	-16.8%	-3.2%	-3.7%	-3.6%	2.3%	?	?
4	CC(C)(C)c1nc(S(=O)(=O)c2ccc(Cl)cc2)c(N2CCOCC2)o1
  -15.4%	?	1.4%	1.8%	14.5%	14.8%	17.8µM*	?
5	O=C(CC1C(=O)NCCN1C(=S)Nc1ccccc1)Nc1ccc(F)cc1 (stereo unspecified)
  -1.0%	0.7%	0.0%	-6.6%	-2.2%	-5.1%	?	-13.3%[46.1 µM]
6	CCN1CCN(C(=O)C2CCN(C(=O)c3cc4sccc4n3CC)CC2)CC1
  17.7%	3.8%	1.5%	-4.4%	-2.7%	7.8%	-8.9%	7.6%[46.1 µM]
7	Cc1ccc(S(=O)(=O)N2CCC(C(=O)NCC3CCCO3)CC2)cc1 (stereo unspecified)
  -7.4%	5.4%	0.8%	-2.7%	2.6%	4.0%	15.3%	-13.6%[46.1 µM]
8	O=C(CSc1ccc(-c2ccco2)nn1)NC1CCCCC1
  -13.7%	1.2%	0.0%	-2.2%	-0.2%	5.4%	3.98µM*	12.1%
9	O=C(Nc1ccc(N2CCOCC2)c(C(=O)O)c1)c1ccco1
  -4.9%	-3.7%	0.8%	3.3%	-1.0%	3.7%	-0.9%	-3.9%[46.1 µM]
10	CS(=O)(=O)N(CC(=O)Nc1ccccc1)c1cccc(Cl)c1Cl
  -8.0%	13.5%	2.4%	0.3%	-8.0%	-2.7%	5.6%	-12.5%
11	O=C(Nc1ccc(Cl)cn1)c1ccc(COc2ccccc2Br)o1
  ?	-4.9%	3.4%	-11.3%	3.8%	1.2%	-11.8%	-27.9%
12	Cc1cccc(C)c1NC(=O)NCc1ccco1
  -5.0%	·	0.0%	0.4%	-9.9%	1.8%	·	19.6%
13	NC(=O)NC(c1ccc(Cl)cc1)c1ccccc1Cl (stereo unspecified)
  -16.1%	·	-1.4%	-0.8%	-3.8%	0.7%	·	10.8%[7.67 µM]
14	O=C(CCCn1c(=S)[nH]c2cc3c(cc2c1=O)OCO3)N1CCN(c2ccccc2)CC1
  -6.3%	0.2%	-1.2%	-1.7%	-11.6%	-2.1%	-14.5%	-22.3%[46.1 µM]
15	CCC(C)NC(=O)CSc1nc2ccccc2c(=O)n1-c1c(C)n(C)n(-c2ccccc2)c1=O (stereo unspecified)
  7.5%	3.4%	-1.9%[10.1 µM]	-1.6%	9.0%	0.1%	5.2%	1.8%
16	CSc1ccc(C(=O)C2CCCN(C(=O)c3ccc(C)nc3)C2)cc1 (stereo unspecified)
  -5.3%	·	-0.2%	-1.8%	2.5%	-9.3%	?	-3.6%
17	CCn1ncc(CN2CCN(C(=O)Nc3ccccc3C(=O)OC)CC2)c1C
  -3.9%	-4.0%	1.1%	-12.5%	-5.9%	9.9%	?	1.3%[46.1 µM]
18	O=C(CN1CCN(C(c2ccccc2)c2ccccc2)CC1)Nc1ccc(N2CCOCC2)cc1
  -21.2%	-11.7%	2.4%	6.4%	-7.5%	-0.2%	-5.0%	-27.7%
19	Cc1cc(C)n(C(=O)c2sc3cc(F)ccc3c2Cl)n1
  -1.8%	3.9%	-3.2%	-7.2%	-1.1%	-3.2%	6.0%	-11.7%
20	CCOc1ccc(S(=O)(=O)NCCCN2CCOCC2)c2ccccc12
  0.1%	3.2%	-2.0%	0.1%	4.9%	0.3%	-6.0%	-1.5%[46.1 µM]
21	Cc1ccc(N=C/C(C(=O)C(F)(F)F)=C(\O)c2ccco2)cc1Cl
  -22.3%	-7.4%	?	-0.9%	0.3%	8.5%	2.24µM*	-6.6%[46.1 µM]
22	CCOc1ccc(NC(=O)C23CC4CC(C2)CC(c2ccccc2)(C4)C3)cc1
  -8.0%	-12.7%	0.0%	-3.6%	-9.2%	-7.3%	-4.6%	-23.0%[46.1 µM]
23	Cn1c(O)c(N=NC(=O)c2ccco2)c2ccccc21
  -4.9%	-4.2%	0.5%	-7.7%	-10.0%	22.8%	-3.6%	-40.3%
24	OC(c1cc(-c2ccc(C(F)(F)F)cc2)nc(C(F)(F)F)c1)C1CCCCN1 (stereo unspecified)
  ?	?	-0.2%	-2.9%	1.2%	-4.9%	-5.9%	?
25	Cc1[nH]c2ccc(C(=O)NCC(C)(C)N3CCOCC3)cc2c1C
  -14.5%	8.8%	0.0%	-0.9%	-6.1%	-5.0%	?	5.9%
26	COC(=O)c1c(C)oc(C)c1S(=O)(=O)N(Cc1ccccc1)C(C)C
  -15.5%	-5.2%	0.0%	-0.8%	-1.6%	1.0%	-13.4%	25.4%
27	O=C(CSc1ccccc1)N1CCc2ccccc21
  -17.4%	-1.0%	-1.0%	-7.0%	-2.6%	-1.3%	-7.5%	-11.0%[46.1 µM]
28	NC(=O)Cn1nc([N+](=O)[O-])nc1Oc1ccc(Br)cc1
  -1.4%	-5.4%	1.3%	-3.3%	-4.5%	-1.5%	10.1%	21.9%
29	CCc1nnc(NC(=O)C(=O)NCCOC(=O)c2ccccc2Cl)s1
  -14.2%	-5.2%	-1.1%	1.7%	-20.5%	14.4%	?	-10.3%[46.1 µM]
30	O=S(=O)(Nc1ncccn1)c1ccc(NC(=S)Nc2ccc(Cl)cc2)cc1
  -27.8%	-9.8%	-0.3%	2.4%	-4.0%	-9.6%	10µM*	-4.6%
31	Cc1nc(SCC(=O)c2cc3ccccc3oc2=O)c(C#N)c(-c2cccs2)c1C(=O)Nc1ccccc1
  -21.5%	-2.3%	0.5%	-0.9%	4.8%	-0.9%	-6.6%	-44.4%
32	COc1cc2c(cc1OC)CN(CCC(=O)c1ccc(Br)cc1)CC2
  3.8%	10.6%	5.8%	3.9%	-6.9%	4.1%	0.199µM*	7.9%
33	CCOC(=O)c1sc(NC(C)=O)cc1C
  -1.6%	4.7%	0.0%	8.8%	4.8%	1.5%	-0.9%	-5.1%[46.1 µM]
34	CCOc1ccc2oc(C(=O)OC(C(=O)NC(N)=O)C(C)C)c(C)c2c1 (stereo unspecified)
  -14.9%	·	2.0%	0.9%	-8.8%	5.3%	·	-0.4%
35	CC12CN3CCN(CC(C3)/C1=N/N=C/c1cccc([N+](=O)[O-])c1)C2
  0.8%	-3.6%[15.4 µM]	1.4%	-0.1%	-2.8%	0.6%	0.1%	-27.6%
36	Cc1ccc(-c2nn3c(C)nnc3s2)cc1NC(=O)c1ccc(OC(C)C)cc1
  6.9%	-6.5%[15.4 µM]	6.5%	2.7%	7.0%	4.5%	12.6µM*	-15.4%[46.1 µM]
37	COc1ccc(N2CCN(C(=O)C3CCCN(S(=O)(=O)c4cccc5cccnc45)C3)CC2)cc1 (stereo unspecified)
  -17.4%	-10.2%[15.4 µM]	1.7%	-3.3%	3.7%	4.5%	?	-27.4%[46.1 µM]
38	Oc1ccc(-c2[nH]nc(-c3ccccc3)c2-c2nc3ccccc3[nH]2)cc1
  -19.5%	-10.0%	0.2%	-5.6%	2.6%	-2.1%	1.4%	-19.1%[46.1 µM]
39	CN(Cc1ccccc1)C(=O)CCc1ccccc1
  -3.2%	6.0%	0.0%	-6.5%	-7.8%	7.1%	0.1%	18.8%
40	O=C(c1ccc(CN2CCc3ccccc3C2)cc1)N1CCc2ccccc2C1
  5.3%	-5.9%	-1.2%	-2.9%	-10.0%	3.0%	-11.6%	-18.4%[46.1 µM]
41	Cn1cc(CNCc2ccc(OC(F)(F)F)cc2)c(-c2ccc3c(c2)OCCO3)n1
  -21.2%	-5.5%	1.4%	1.0%	1.0%	-10.5%	?	10.3%
42	O=C(COc1ccc(Cl)cc1)OCc1csc(Nc2ccccc2)n1
  14.1µM*[quencher]	1.8%	-3.2%	-4.3%	0.4%	3.9%	-0.5%	15.4%
43	Fc1cnc(N2CCOCC2)nc1N1CCc2ccccc21
  -11.3%	2.0%	1.2%	-5.7%	-8.3%	-11.5%	-0.5%	6.2%[46.1 µM]
44	COc1ccc(Cn2nnnc2CN2CCC(O)(c3ccccc3F)CC2)cc1
  -9.2%	-12.4%	0.4%	-11.6%	-1.2%	-6.7%	8.91µM*	16.8%
45	COC(=O)c1cccc2c1NC(=O)C2=O
  -3.0%	·	1.6%	3.5%	5.7%	0.7%	·	15.3%
46	COc1cccc(/C=N/NC(=O)c2cccs2)c1
  -5.4%	·	0.0%	2.5%	1.0%	6.6%	·	?
47	COc1ccc(NC(=O)Nc2ccncc2)c(OC)c1
  -17.5%	7.5%	-1.3%	3.7%	-4.2%	-4.6%	-11.2%	1.0%
48	Cc1cc(C)cc(NS(=O)(=O)c2ccc3oc(=O)ccc3c2)c1
  -19.7%	0.1%	-0.3%	-14.0%	0.9%	-7.3%	8.4%	-17.0%[46.1 µM]
49	COc1ccccc1NC(=O)CN1C(=O)NC(CC(C)C)C1=O (stereo unspecified)
  4.9%	1.8%	-0.4%	2.7%	0.5%	11.5%	3.4%	-2.1%[46.1 µM]
50	CN1C(=O)c2ccc(NC(=S)NC(=O)C(C)(C)C)cc2C1=O
  -7.5%	-2.9%	-0.9%	-1.5%	-5.1%	-4.2%	?	-0.1%[46.1 µM]
51	CC(=O)[C@]1(O)CCC2C3CCC4=CC(=O)CC[C@@]4(C)C3CC[C@]21C (stereo partly specified)
  -7.6%	·	0.5%	-0.4%	5.3%	·	0.8%	·

Record cards, as listed above:
Profile of `CS(=O)(=O)N(CC(=O)Nc1ccccc1)c1cccc(Cl)c1Cl` = Tau fluor cs: -8.0%; GAA inh: 13.5%; Epigenetic derep: 2.4%; aGlu spleen mod: 0.3%; aGal spleen mod: -8.0%; GAA glycogen: -2.7%; ALDH1A1 inh: 5.6%; NPSR antagonist: -12.5%
Profile of `O=S(=O)(Nc1ncccn1)c1ccc(NC(=S)Nc2ccc(Cl)cc2)cc1` = Tau fluor cs: -27.8%; GAA inh: -9.8%; Epigenetic derep: -0.3%; aGlu spleen mod: 2.4%; aGal spleen mod: -4.0%; GAA glycogen: -9.6%; ALDH1A1 inh: 10µM*; NPSR antagonist: -4.6%

Only part of the results is shown; the hit share may differ from the screen's.
